Ba/F3 V617F tox = reduce viability of Ba/F3 cells dependent on JAK2V617F; Ba/F3 EpoR-JAK2V617F viability, ATP luminescence; 220,000 compounds, 1.1% hits; inhibition, % at 5.6 µM;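 active means inhibition above the campaign mean plus 3 SD over all tested compounds, cut at about 24% in these data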;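 further: cytokine-independent growth of Ba/F3 cells driven by EpoR plus mutant JAK2; 0% = DMSO-treated cells and 100% = JAK inhibitor I control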
TRPN1 ag = agonists of zebrafish TRPN1 channel; HEK293 zebrafish TRPN1-YFP, Fluo-8 calcium fluorescence; 100% = response to 87 µM carbachol; activation, % at 3 µM; 220,000 compounds, 0.18% hits; AID 1424;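 active means activation above its plate's cutoff, the mean activation of test wells on that plate plus 3 SD, cut at about 19% in these data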;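 further: 0% = DMSO alone and 100% = 87 µM carbachol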
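System: zebrafish TRPN1-YFP in HEK293 cells / Dosing: 3 µM single point / Timing: dye loading 1 h at 37 °C, then 30 min room temperature / Signal: Fluo-8 calcium fluorescence, excitation 470-495 nm, emission 515-575 nm / Read-out basis: percent activation from peak over basal fluorescence ratio, control-normalized / Control set: high carbachol 87 µM, low DMSO alone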
BaF3 parental = counter-screen for JAK2V617F inhibitors: parental Ba/F3 viability inhibitors. CellTiter-Glo ATP luminescence. inhibition, % at 5.6 µM. 220,000 compounds, 1.1% hits;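 active means inhibition above a per-campaign cutoff, the mean inhibition of all tested compounds plus 3 SD, cut at about 27% in these data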;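 further: 0% = DMSO wells and 100% = JAK Inhibitor I control wells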
PPC-1+TRAIL kill = PPC-1 cancer cell killing with TRAIL present. PPC-1 cells + TRAIL, ATPLite viability luminescence. cell killing (% activity), % at 4 µM. 220,000 compounds, 0.41% hits. AID 1443;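 active means cell killing above 50% in the first pass at 4 µM, then a duplicate retest at 5 µM averaging 50% or more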;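 further: plate controls were cells with TRAIL plus DMSO for no effect and medium-only wells lacking cells for full effect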
RBBP9 inhibitor = human RBBP9 hydrolase inhibition. 220,000 compounds, 0.2% hits. O75884. inhibition, % at 7.94 µM. recombinant RBBP9, FP-Rh probe fluorescence polarization;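 active means inhibition above the campaign mean of all tested compounds plus 3 SD, cut at about 14% in these data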;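 further: plate controls were DMSO wells with RBBP9 for no effect and wells lacking RBBP9 protein for full effect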
Target sequence (O75884 whole entry, looked up): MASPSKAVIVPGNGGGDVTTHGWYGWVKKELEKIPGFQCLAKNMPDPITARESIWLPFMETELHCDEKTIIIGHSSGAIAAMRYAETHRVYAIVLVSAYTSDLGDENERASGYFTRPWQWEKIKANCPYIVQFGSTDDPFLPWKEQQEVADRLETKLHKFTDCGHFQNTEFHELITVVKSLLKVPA
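Controls: DMSO-treated enzyme wells and wells lacking RBBP9 | Material: RBBP9 protein | Technique: Fluorescence polarization | Replication: Single well per compound, no replicates | Buffer or medium: Tris-NaCl-Pluronic buffer, pH 8.0 | Timing: 30 min compound preincubation, 45 min probe labeling, 25 °C | Read-out basis: Percent inhibition from mP, scaled between DMSO and no-protein wells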
Wee1 stabilizer = inhibitors of human Wee1 degradation | P30291 | HeLa Luc-Wee1K328M stability, luciferase luminescence; 100% = proteasome inhibitor MG132 effect | 220,000 compounds, 1.2% hits | AID 1321 | reporter increase, % at 5 µM;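 active means activation above the mean of all tested compounds plus 3 SD, set per screening run, cut at about 8.8% in these data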;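 further: cells exposed to compound for 20 h before luminescence read; 0% = DMSO alone and 100% = MG132 at 30 µM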
TRPML3 agonist = agonists of human TRPML3 channel. activation, % at 3 µM. 220,000 compounds, 0.29% hits. HEK293 TRPML3-YFP, Fluo-8 calcium fluorescence; 100% = the carbachol control signal. AID 1448;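 active means activation above its plate's cutoff, the mean activation of the plate's test wells plus 3 SD, cut at about 12% in these data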;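 further: 0% = DMSO only wells and 100% = carbachol wells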
Target sequence (Q8TDD5 whole entry, looked up): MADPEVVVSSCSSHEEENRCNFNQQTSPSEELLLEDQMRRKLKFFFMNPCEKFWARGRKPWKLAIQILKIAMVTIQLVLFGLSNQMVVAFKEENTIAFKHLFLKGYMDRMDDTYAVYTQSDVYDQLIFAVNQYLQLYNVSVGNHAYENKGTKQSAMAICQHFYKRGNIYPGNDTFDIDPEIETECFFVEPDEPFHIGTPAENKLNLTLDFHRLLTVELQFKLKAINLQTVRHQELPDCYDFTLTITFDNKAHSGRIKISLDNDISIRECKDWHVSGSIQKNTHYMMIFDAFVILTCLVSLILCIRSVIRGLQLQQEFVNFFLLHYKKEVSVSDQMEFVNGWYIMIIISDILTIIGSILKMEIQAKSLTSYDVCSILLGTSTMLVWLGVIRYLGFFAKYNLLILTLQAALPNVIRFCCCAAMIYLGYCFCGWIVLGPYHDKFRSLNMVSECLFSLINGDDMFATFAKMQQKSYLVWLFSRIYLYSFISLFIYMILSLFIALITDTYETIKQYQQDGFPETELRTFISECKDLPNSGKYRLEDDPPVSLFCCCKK
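Test system: HEK293 cells stably carrying human TRPML3-YFP; Doses: single dose, 3 µM final nominal compound, 0.3% DMSO final; Schedule: dye loading 1 h 37 °C then 30 min ambient, 125 s read; Technique: Fluo-8 calcium fluorescence; Benchmarks: high control carbachol 87 µM, low control DMSO.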
TNF death inh = inhibitors of TNF-alpha induced necroptosis in Jurkat FADD-/- cells. Jurkat FADD-/- TNF necroptosis rescue, ATP luminescence, 24 h; 0 = TNF only, 100 = no-TNF cells. activation (protection from cell death), % at 10 µM. 220,000 compounds, 0.068% hits. AID 463075;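 active means activation, meaning protection from cell death, of at least 50% relative to plate controls; inactive means activation below 50%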;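 further: necroptosis triggered by 40 ng/mL TNF-alpha added together with compound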
CHOP inhibitor = inhibitors of CHOP induction in ER stress response | CHO-K1 CHOP-promoter luciferase, tunicamycin-induced, 15-18 h | inhibition, % at 10 µM | 220,000 compounds, 3.8% hits | AID 2732;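 active means compounds that reduced the stress-induced luciferase reporter signal by more than about 70% of percent inhibition, limit read from the data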;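 further: 0% = tunicamycin plus vehicle and 100% = wells without tunicamycin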
* = called active by the depositor; x = not tested or not shown. The order is random; overall some 6.8% were active at least once.

No.	smiles	Ba/F3 V617F tox	TRPN1 ag	BaF3 parental	PPC-1+TRAIL kill	RBBP9 inhibitor	Wee1 stabilizer	TRPML3 agonist	TNF death inh	CHOP inhibitor
1	O=C(N/N=C/C1CCCCC1)c1cc(Cl)ccc1O	-3	5.6	3	11	-4	-1	0.7	-2.3	-12
2	Cn1c2c(c(=O)n(C)c1=O)CN(Cc1ccc(F)cc1)CN2	-2	0.8	3	2	0	3	0.2	-1.4	-20
3	Fc1ccccc1/C=C1\CCCC2=C1Nc1nnnn1C2c1ccccc1F (centres undefined)	-3	0.2	4	13	-6	-1	-0.7	-3.3	11
4	CCOC(=O)C1CCc2nc3ccccc3c(=O)n21 (centres undefined)	-1	0.4	3	-14	-7	2	0.8	-2.6	10
5	Cc1c(NS(=O)(=O)c2cc(NC(=O)CCN3CCCC(C)C3)ccc2Cl)c(=O)n(-c2ccccc2)n1C (centres undefined)	2	-0.6	1	1	-6	5	0.2	1.2	-11
6	O=C(COc1ccc(C(F)(F)F)cc1[N+](=O)[O-])Nc1cccc(C(F)(F)F)c1	2	0.3	2	52*	-3	-4	0.9	1.0	3
7	CCSc1nnc(NS(=O)(=O)c2ccc(C)cc2)s1	-1	1.9	6	17	-5	-3	-0.1	0.9	0
8	COc1cc(/C=C(\NC(C)=O)C(=O)NC(C)(C)C)ccc1OC(C)=O	-2	0.5	5	2	4	-2	0.7	1.4	20
9	S=c1[nH]nc(-c2cc(-c3ccsc3)n[nH]2)n1-c1cccc2ccccc12	-1	0.0	12	3	-3	-1	0.9	-2.7	8
10	COC(=O)N/N=C/c1cc(C)n(-c2cccc3ccccc23)c1C	0	-2.6	7	22	-5	-2	-0.8	-1.3	21
11	O=C(O)CCN1C(=O)/C(=C\c2ccc(-c3nc4ccccc4s3)o2)SC1=S	0	-0.5	5	-3	-5	4	1.2	-1.2	74*
12	CCn1ccc(-c2ccccc2)c(C#N)c1=O	-3	-1.6	0	-9	0	1	0.4	0.5	-4
13	CC(C1CCN(Cc2nc(C3CC3)no2)CC1)N1CCOCC1 (centres undefined)	3	5.1	11	20	-4	0	1.7	0.0	21
14	O=C(CSc1nc2ccccc2[nH]1)N/N=C/C=C/c1ccccc1[N+](=O)[O-]	-1	-1.2	4	10	-5	1	-0.3	0.5	18
15	NCCSc1c(-c2ccccc2)[nH]c2ccccc12	2	0.4	-8	14	5	-1	1.2	-0.6	10
16	COc1cc(S(=O)(=O)Nc2ccc(C)cc2)ccc1N=Cc1c(C)[nH]n(-c2ccccc2)c1=O	1	0.3	7	17	-9	-1	-0.1	0.7	58
17	COC(=O)CCCC(=O)Nc1c(F)c(F)c(F)c(F)c1F	7	1.1	6	-33	-1	0	0.7	-0.6	-10
18	Cc1ccc(NC(=S)NNC(=O)Cn2nc(C(F)F)cc2C(F)F)cc1	2	0.2	2	19	-4	-2	0.0	1.5	28
19	COc1cc(/C=N/NC(=O)C2(O)c3ccccc3-c3ccccc32)ccc1O	-1	1.4	2	3	-3	4	0.7	3.8	22
20	Cc1nnc(SCC(=O)NC2CCS(=O)(=O)C2)n1-c1ccccc1 (centres undefined)	-1	1.4	1	-6	4	-3	1.2	-0.2	59
21	CCCn1c(N2CCN(S(=O)(=O)Cc3ccccc3)CC2)nc2ccccc21	5	0.1	9	25	-3	3	-0.1	-1.5	13
22	OCCN1CCOCCN(CCO)CCOCC1	4	0.2	5	4	-15	0	-0.4	-1.7	18
23	COC(=O)c1ccc(C(=O)OC)c(NC2=NS(=O)(=O)c3ccccc32)c1	3	0.6	5	-8	-3	-2	0.7	-4.1	18
24	O=C(N/N=C/c1cccnc1)c1ccco1	-3	0.5	-3	-8	-5	0	1.0	3.7	-25
25	COc1cc(C(=O)N2CCN(C(=O)c3ccco3)CC2)c([N+](=O)[O-])cc1OC	1	0.3	5	6	-4	1	0.8	0.4	16
26	O=C(Cc1ccccc1)Nc1ccc2oc(=O)ccc2c1	-2	0.2	7	14	-12	-1	0.2	9.1	6
27	CCN(CC)C(=O)c1ccc(C(=O)c2c(C)cc(C)cc2C)cc1	-2	3.2	6	-8	3	-1	0.2	1.7	28
28	NC(=O)NC(=O)COC(=O)CN1C(=O)C2CCCCC2C1=O (centres undefined)	1	1.2	6	18	-6	-1	0.9	1.7	8
29	O=C(NCCc1ccccc1)C(=O)NC1CCCCC1	-5	-0.6	2	-3	7	0	0.1	2.2	39
30	O=C(O)CCC(=O)NNC(=O)CCCOc1ccc(Cl)cc1Cl	0	-0.2	2	8	-5	-3	0.8	2.2	-1
31	[O-][n+]1onc2c1C(N1CCOCC1)CCC2N1CCOCC1 (centres undefined)	-1	0.2	4	5	-6	1	1.2	-2.0	2
32	Cc1cc(C(F)F)n2nc(C(=O)Nc3ccccc3F)nc2n1	0	0.5	-1	43	-15	-1	-0.4	1.0	5
33	Cc1[nH]c2ccccc2c1SCC(=O)Nc1nccs1	2	-1.2	6	11	-5	-4	0.0	1.8	-18
34	NC(=O)C1CC(=O)N(c2ccc(OCc3ccc(Cl)cc3Cl)cc2)C1 (centres undefined)	1	0.7	9	20	0	-3	0.3	-1.4	-2
35	O=C1CCC(/C=C/c2ccccc2)=NN1Cc1ccccc1Cl	0	-0.6	7	16	0	0	-0.3	1.7	43
36	COC(=O)c1cc(C(=O)OCC(=O)NC2CCS(=O)(=O)C2)cc([N+](=O)[O-])c1 (centres undefined)	0	0.0	7	21	-4	5	0.0	0.1	6
37	Cc1cccc(N2CCN(C(=O)n3ccnc3)CC2)c1C	-1	-1.5	7	11	1	-1	0.5	-12	-35
38	CCCCCCCCCCC[C@@H](C[C@@H]1OC(=O)[C@H]1CCCCCC)OC(=O)[C@H](CC(C)C)NC=O	0	1.8	-11	-13	3	7	1.5	x	-1
39	Cc1nc2nc(COc3ccccc3)nn2c(C)c1Cl	-2	-0.2	0	-4	-8	0	0.0	-1.3	15
40	N#CC1=C(N)C(C#N)(C#N)C(c2cccnc2)C2COCC=C12 (centres undefined)	-1	0.8	2	x	-7	1	0.6	-2.6	-13

A different layout for part of the listing above:
Order of results – Ba/F3 V617F tox	TRPN1 ag	BaF3 parental	PPC-1+TRAIL kill	RBBP9 inhibitor	Wee1 stabilizer	TRPML3 agonist	TNF death inh	CHOP inhibitor
(29) O=C(NCCc1ccccc1)C(=O)NC1CCCCC1
    -5	-0.6	2	-3	7	0	0.1	2.2	39
(30) O=C(O)CCC(=O)NNC(=O)CCCOc1ccc(Cl)cc1Cl
    0	-0.2	2	8	-5	-3	0.8	2.2	-1
(31) [O-][n+]1onc2c1C(N1CCOCC1)CCC2N1CCOCC1 (centres undefined)
    -1	0.2	4	5	-6	1	1.2	-2.0	2
(32) Cc1cc(C(F)F)n2nc(C(=O)Nc3ccccc3F)nc2n1
    0	0.5	-1	43	-15	-1	-0.4	1.0	5
(33) Cc1[nH]c2ccccc2c1SCC(=O)Nc1nccs1
    2	-1.2	6	11	-5	-4	0.0	1.8	-18
(34) NC(=O)C1CC(=O)N(c2ccc(OCc3ccc(Cl)cc3Cl)cc2)C1 (centres undefined)
    1	0.7	9	20	0	-3	0.3	-1.4	-2

Other entries.
No.	smiles	Ba/F3 V617F tox	TRPN1 ag	BaF3 parental	PPC-1+TRAIL kill	RBBP9 inhibitor	Wee1 stabilizer	TRPML3 agonist	TNF death inh	CHOP inhibitor
41	COc1ccc(C2c3ccc(O)cc3Oc3ncn(CCCO)c(=N)c32)cc1OC (centres undefined)	-2	0.2	-1	17	-5	3	1.1	1.6	12
42	COc1ccc(CC2(CO)CCN(Cc3cccc4nccnc34)CC2)cc1	-1	1.1	4	0	-8	0	-0.1	3.2	14
43	COC(=O)C(C)N(C(=O)c1ccc(Cl)cc1)c1c(C)cccc1C (centres undefined)	2	-0.8	5	10	-3	1	-0.2	-2.8	-9
44	CCCCC(=O)Nc1ccc(C(=O)NNC(=O)c2ccc(C)c(Br)c2)cc1	-1	-0.7	3	-2	-2	-2	0.0	3.3	-34
45	COC(=O)Cc1c(C)c2cc(Cl)c(OC(=O)c3ccco3)cc2oc1=O	-5	-1.0	-1	27	0	-1	0.6	0.6	25
46	O=C(CSc1ccsc1[N+](=O)[O-])NCCc1ccccc1	-5	-1.1	0	-2	3	2	0.7	1.8	-3
47	CCOC(=O)c1c(NC(=O)c2ccc(S(=O)(=O)N3CCOCC3)cc2)sc2c1CCN(C)C2	-3	-0.6	33*	10	-1	-1	0.7	0.1	17
48	CCCCNc1nnc(SCC(=O)N2CCN(S(=O)(=O)c3ccc4ccccc4c3)CC2)s1	-2	-2.3	2	14	-5	-2	-0.6	-3.9	47
49	CC(=O)c1sc(-c2ccccc2)cc1N	0	-2.5	0	6	0	0	-0.6	-7.3	0
50	CCCCn1c(O)c(N=NC(=O)Cn2c(C(F)(F)F)nc3ccccc32)c2ccccc21	-7	0.3	4	8	-7	1	0.4	0.1	31
51	Cc1ccc(NC(=O)CN(C)C(=O)CSc2n[nH]c(N)n2)cc1	-2	-0.5	2	17	-8	1	0.7	-2.1	15
52	CSc1nnc2c3c4c(sc3nc(-n3nc(C)cc3C)n12)COC(C)(C)C4	2	-0.1	5	15	7	0	-0.5	-0.4	-12
53	OCc1c(Cl)nc2ccccn12	2	1.4	1	2	-10	0	0.3	0.7	4
54	CCCSc1nc(-c2ccccc2)cc(C(F)(F)F)c1C#N	-2	1.4	2	13	4	-4	0.8	-4.3	58
55	CCOc1ccccc1N1CCN(Cc2ccco2)CC1	1	-1.0	6	8	4	3	0.2	1.0	5
56	O=P(OC1CCCCC1)(OC1CCCCC1)C(Nc1ccccc1)c1cccnc1 (centres undefined)	-2	-1.2	-3	4	4	2	-1.5	-7.3	-1
57	CCn1c(SC)nnc1-c1ccc(S(=O)(=O)N2CCCCC2)cc1	-4	0.5	1	x	5	0	0.8	0.5	x
58	CCNS(=O)(=O)c1ccc(NS(=O)(=O)c2cc(C)ccc2C)cc1	0	-1.0	8	12	-9	13*	-0.8	-1.0	1
59	CCOC(=O)c1cnc2c(Cl)c(Cl)ccc2c1N1CCN(C)CC1	0	1.8	8	8	3	3	0.6	0.3	33
60	Cc1cccc(N=C/C(C(=O)C(F)(F)F)=C(\O)c2ccco2)c1	2	1.2	7	11	-7	-1	0.8	-3.7	5
